Screens: PubChem BioAssay, several laboratories
SUMO1 PPI mod = alters human SUMO1 binding to SIM partners; P63165; SUMO1 binding to a labelled peptide, TR-FRET, 1 h; inhibition, % at 20 µM; 360,000 tested, 0.33% active; AID 602429; in the data active = inhibition above about 37%
Target sequence (P63165 whole entry, looked up): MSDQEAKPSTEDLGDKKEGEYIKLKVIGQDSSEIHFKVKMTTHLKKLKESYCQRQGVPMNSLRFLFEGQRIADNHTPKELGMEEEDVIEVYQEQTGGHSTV
LMPTP inh = LMPTP (human) inhibition; P24666; recombinant LMPTP-A, OMFP fluorogenic substrate, fluorescence intensity; inhibition, % at 20 µM; 360,000 tested, 0.22% active;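 active = compounds that cut the enzyme signal by at least half of the control window in the single-dose screen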;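 note: plate controls were DMSO wells with enzyme plus substrate for no effect and substrate without enzyme for full effect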
Target sequence (P24666 whole entry, looked up): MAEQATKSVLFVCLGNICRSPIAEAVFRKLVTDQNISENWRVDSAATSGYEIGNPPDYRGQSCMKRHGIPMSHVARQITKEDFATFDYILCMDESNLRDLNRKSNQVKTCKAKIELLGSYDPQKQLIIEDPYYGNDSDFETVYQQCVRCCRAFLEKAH
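Test system: LMPTP-A phosphatase enzyme. Amount: LMPTP-A at 0.625 nM final in the reaction. Reagent: OMFP substrate, 400 µM final. Times: 50 min at room temperature. Signal: endpoint fluorescence intensity from OMFP dephosphorylation. Read-out basis: % inhibition. Benchmarks: no-enzyme and uninhibited controls.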
DNMT1 block = blocks human DNA methyltransferase DNMT1; DNMT1 molecular beacon, Hinp1I cleavage, fluorescence; inhibition (reported as % activation of signal), % at 10 µM; 360,000 tested, 0.83% active; in the data active = inhibition above about 50%
Rin1 Abl inh = human Rin1-Abl interaction inhibition; P00519+Q13671; TR-FRET Rin1/Abl binding, biochemical; inhibition, % at 7.35 µM; 360,000 tested, 0.4% active; AID 588664; in the data active = inhibition above about 5%, passing the limit was not always enough
NadD inh = inhibitors of Staphylococcus aureus NadD; inhibition, % at 20 µM; purified NadD enzyme, colorimetric absorbance read-out; 360,000 tested, 0.78% active; in the data active = inhibition above about 26%; note: some compounds past the cut are filed as inactive
STEP inh = blocks human striatal-enriched tyrosine phosphatase. P54829. recombinant STEP, OMFP fluorogenic substrate, fluorescence. inhibition, % at 20 µM. 360,000 tested, 0.25% active. AID 588621;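 active = inhibition at 20 µM, scaled per plate between control wells, above about 37%, limit read from the data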;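 note: 0% = DMSO with enzyme and substrate and 100% = substrate only without enzyme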
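Material: STEP (striatal-enriched tyrosine phosphatase) enzyme, cell-free | Medium: 50 mM Bis-Tris pH 6.0 with 2.5 mM DTT and 0.005% Tween 20 | Read-out: Percent inhibition scaled to no-enzyme and uninhibited-enzyme controls, plate-pattern corrected | Signal: Fluorescence read at 480 nm ex / 540 nm em | Times: 20 min reaction, room temperature, in the dark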
CSN deneddyl inh = blocks human CSN-mediated cullin deneddylation; Q92905; Purified CSN, SCF-Nedd8-OG deneddylation, fluorescence polarization; inhibition, % at 12.5 µM; 360,000 tested, 0.38% active; AID 651999;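 active = pattern-corrected inhibition above about 35%, with an unprinted fluorescence ratio check between 0.5 and 1.5, limit read from the data, passing the limit was not always enough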;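 note: 0% = enzyme with substrate and 100% = substrate without enzyme; some results filed as inactive read as strong as hits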
Target sequence (Q92905 whole entry, looked up, one chain of several): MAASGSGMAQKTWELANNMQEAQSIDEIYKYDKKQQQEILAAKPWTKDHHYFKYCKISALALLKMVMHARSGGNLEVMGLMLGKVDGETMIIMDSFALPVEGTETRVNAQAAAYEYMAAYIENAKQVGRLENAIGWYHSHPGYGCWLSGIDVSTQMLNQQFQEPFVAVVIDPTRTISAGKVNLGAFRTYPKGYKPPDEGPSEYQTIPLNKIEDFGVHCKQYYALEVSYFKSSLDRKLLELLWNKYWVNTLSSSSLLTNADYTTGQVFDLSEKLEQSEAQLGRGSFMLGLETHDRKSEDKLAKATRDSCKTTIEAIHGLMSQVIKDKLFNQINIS
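Material: purified human Csn5 enzyme expressed in HEK293T cells / Medium: Tris buffer pH 7.5, NaCl, DTT, Tween-20, trehalose, ovalbumin / Compound dosing: 12.5 µM single point / Schedule: 90 min incubation of compound, enzyme and substrate at room temperature / Signal: fluorescence polarization of the substrate / Control set: no-enzyme wells high, enzyme-with-substrate wells low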
Rpn11 block = blocks the human proteasome subunit Rpn11. O00487. human 26S proteasome, Ub4-pepOG fluorescence polarization; 20S core pre-blocked with epoxomicin. calls only at 20 µM. 360,000 tested, 0.59% active. AID 588493;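 active = inhibition at 20 µM, scaled to each plate's controls, above about 33%, limit read from the data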
Target sequence (O00487 whole entry, looked up): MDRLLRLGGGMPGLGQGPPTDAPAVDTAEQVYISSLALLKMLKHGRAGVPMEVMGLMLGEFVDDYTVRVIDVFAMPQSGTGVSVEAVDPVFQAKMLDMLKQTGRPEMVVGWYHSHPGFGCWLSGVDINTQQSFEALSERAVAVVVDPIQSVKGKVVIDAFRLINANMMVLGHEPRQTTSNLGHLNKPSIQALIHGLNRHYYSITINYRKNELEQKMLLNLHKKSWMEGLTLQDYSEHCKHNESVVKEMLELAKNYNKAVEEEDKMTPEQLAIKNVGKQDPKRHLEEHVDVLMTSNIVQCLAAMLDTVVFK
Scp1 inh = Scp-1 (human) phosphatase inhibition. 340,000 tested, 0.88% active. Q9GZU7. Recombinant Scp1, phosphopeptide, malachite green phosphate absorbance. inhibition, % at 20 µM. AID 493091;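 active = inhibition above about 50% at 20 µM, limit read from the data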;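 note: plate controls were DMSO wells with enzyme for no effect and wells lacking enzyme for full effect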
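Assay system: SCP-1 catalytic fragment, aa 76-261 | Buffer or medium: Tris acetate buffer pH 5.5 with MgCl2 and Tween-20 | Compound: One concentration, 20 µM, with 1.0% DMSO | Also added: Phospho 17-mer peptide substrate | Signal: Absorbance at 630 nm | Incubation: 45 min enzyme reaction at room temperature | Measure: % inhibition of SCP-1 phosphate liberation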
Neddyl block = inhibitors of human cullin neddylation. TR-FRET cullin neddylation, biochemical. calls only at 25 µM. 360,000 tested, 0.58% active. AID 651699; in the data active = inhibition above about 36%
Starred values were filed as active, the others as inactive; i = inactive; . = not tested or not shown.

Sequence of screens – SUMO1 PPI mod | LMPTP inh | DNMT1 block | Rin1 Abl inh | NadD inh | STEP inh | CSN deneddyl inh | Rpn11 block | Scp1 inh | Neddyl block
> Nc1nnc(CCCCCCCCCCc2nnc(N)s2)s1
  3.1 | 7.0 | 13.2 | 0.0 | -1.5 | -0.6 | 3.6 | i | -20.4 | i
> COc1ccc(N/C(C)=C2/C(=O)C(=O)N(CCO)C2c2ccc([N+](=O)[O-])cc2)cc1 (stereo not drawn)
  -12.3 | -1.2 | -3.0 | -3.3 | 0.8 | 1.2 | -1.8 | i | -2.2 | i
> CCOC(=O)c1ccccc1NC(=O)c1cccnc1
  -0.1 | -1.0 | -9.3 | -1.9 | -5.0 | -1.1 | -10.5 | i | -0.3 | i
> O=C(O)c1cccc(COc2ccccc2Cl)c1
  1.9 | -1.2 | 2.2 | 1.6 | -8.5 | 2.8 | -4.3 | i | 12.1 | i
> CC1CCC(NC(=O)COC(=O)C2CC3CCCC(C2)C3=O)CC1 (stereo not drawn)
  2.6 | -1.5 | 16.9 | -0.1 | -0.3 | -0.8 | -4.5 | i | -1.2 | i
> O=C(c1ccc(Br)o1)N(Cc1ccccc1)c1ccccn1
  1.9 | -1.1 | -1.4 | -3.1 | -1.2 | -1.6 | -2.7 | i | 0.4 | i
> CC(=O)N1c2ccc(S(=O)(=O)NCCC(=O)N(C)Cc3ccccc3)cc2CC1C (stereo not drawn)
  -2.7 | -0.4 | -1.8 | 6.9 | 1.0 | -0.7 | 0.8 | i | -6.2 | i
> N/C(COc1ncn(-c2ccccc2)n1)=N\S(=O)(=O)c1ccc(Cl)cc1Cl
  -1.1 | 0.0 | -6.7 | -5.1 | 4.8 | -2.2 | -1.8 | i | -8.0 | i
> Cc1occc1-c1nnc(SCC(=O)N2CCCCC2)o1
  1.2 | 2.5 | 2.8 | -5.0 | -5.0 | 1.1 | 1.2 | i | -4.1 | i
> O=C(C1=C[C@@H](C2CCCCC2)C[C@@H](OCCCCO)O1)N1CCOCC1
  2.4 | -1.2 | 1.9 | 1.3 | -3.3 | -0.3 | 1.5 | i | -3.5 | i
> Cc1ccc(S(=O)(=O)N(CC(=O)NCc2cccs2)c2ccccc2)cc1
  0.0 | -0.1 | 4.3 | 0.9 | -3.6 | 1.6 | 4.4 | i | 3.7 | i
> Cc1ccc(NC(=O)CCN2C(=O)c3ccccc3S2(=O)=O)cc1F
  5.1 | 1.8 | 0.5 | 0.8 | 0.7 | -1.0 | -1.9 | i | -4.7 | i
> O=C1C(=Nc2cccc(Cl)c2)CC(c2ccc(Cl)cc2)N1c1cccc(Cl)c1 (stereo not drawn)
  -0.9 | 2.3 | 7.3 | -0.2 | 12.6 | 0.2 | -1.8 | i | -11.0 | i
> CCOc1ccc(S(=O)(=O)N2CCCCC2)cc1NC(=O)Cc1ccc(OC)cc1
  8.0 | 2.4 | -8.3 | 1.8 | -2.1 | 2.6 | -1.0 | i | . | i
> CC1=C(C)/C(=N\OS(=O)(=O)c2ccccc2)C=CC1=O
  -1.2 | -2.7 | -3.6 | 2.4 | -7.5 | 2.7 | -1.8 | i | -10.4 | i
> N#Cc1ccccc1Sc1ccccc1N
  1.5 | -0.7 | 0.0 | -2.1 | -6.2 | -3.4 | 0.6 | i | 2.8 | i
> S=c1[nH]c2ccccc2c2ccccc12
  -1.4 | -0.2 | -0.1 | -45.7 | -0.5 | 23.3 | 4.1 | i | -7.7 | i
> O=C(Nc1ccc2c(c1)OCO2)c1sc2cc(Cl)ccc2c1Cl
  0.9 | -1.6 | 29.5 | -2.7 | 7.6 | -2.9 | -2.6 | i | -5.3 | i
> COc1cc(C2NC(=O)NC(C)=C2C(=O)NCc2ccccc2)c(Cl)cc1O (stereo not drawn)
  -0.8 | 0.5 | -5.2 | -1.1 | -5.0 | 0.6 | 3.9 | i | -3.7 | i
> CCNC(=O)C1(C)CCN(C(=O)c2ccccc2F)C1 (stereo not drawn)
  6.0 | -1.3 | 2.2 | 2.1 | 0.1 | 0.0 | 0.1 | i | . | i
> CCc1cc(C(=O)Nc2ccc(S(=O)(=O)NC3=NCCCCC3)cc2)sc1C
  8.0 | 4.9 | 20.7 | -3.5 | 12.5 | 0.6 | -5.8 | i | 9.4 | i
> CCOC(=O)c1[nH]c2c(c1C)C(=O)CC(c1ccco1)C2 (stereo not drawn)
  13.2 | 37.3 | 51.2* | -0.5 | 0.7 | 0.1 | 19.1 | i | 63.8* | i
> CCOc1ccccc1NC(=O)CNS(=O)(=O)c1ccc2nc(C)sc2c1
  1.3 | -0.8 | -0.4 | -1.0 | -5.6 | -0.5 | 0.7 | i | 2.2 | i
> CC(C(=O)OCC(=O)Nc1ccc2c(c1)OCO2)N1C(=O)c2ccccc2C1=O (stereo not drawn)
  0.5 | 0.0 | -4.5 | 0.0 | -2.3 | -5.8 | 0.1 | i | -8.1 | i
> O=C(CN1CCN(c2ccc(O)cc2)CC1)Nc1cc(S(=O)(=O)N2CCCCC2)ccc1Cl
  9.9 | 1.6 | -5.4 | -5.2 | 8.4 | 2.3 | -2.3 | i | 5.4 | i
> CCOc1ccc(C(=O)Nc2cccc(NC(=O)c3cccs3)c2)cc1[N+](=O)[O-]
  -13.2 | 3.7 | -6.5 | 0.8 | 1.7 | 0.4 | 1.1 | i | -8.6 | i
> Cc1ccccc1Nc1c(-c2cccnc2)nc2ccc(Br)cn12
  -0.8 | 1.6 | -0.8 | -2.5 | -4.1 | 3.5 | 1.0 | i | -16.3 | i
> CCN1CCN(C(=O)c2ccc3c(=O)n(Cc4ccccc4OC)c(=S)[nH]c3c2)CC1
  -1.4 | 2.9 | -6.9 | 0.2 | -10.0 | -1.1 | -5.9 | i | -8.4 | i
> CCC(CC)c1nnc(NC(=O)c2ccc(N3CCCC3=O)cc2)s1
  2.1 | 0.2 | 1.0 | 0.7 | 4.6 | -1.9 | 0.1 | i | 0.2 | i
> O=C(CCCNC(=O)c1ccc(Cl)cc1)Nc1ccc(S(=O)(=O)Nc2ncccn2)cc1
  1.4 | -1.1 | 0.4 | -1.3 | -3.8 | -4.1 | -2.8 | i | -5.2 | i

Of the compounds above, these contain a Cl atom:
Sequence of screens – SUMO1 PPI mod | LMPTP inh | DNMT1 block | Rin1 Abl inh | NadD inh | STEP inh | CSN deneddyl inh | Rpn11 block | Scp1 inh | Neddyl block
> O=C(O)c1cccc(COc2ccccc2Cl)c1
  1.9 | -1.2 | 2.2 | 1.6 | -8.5 | 2.8 | -4.3 | i | 12.1 | i
> N/C(COc1ncn(-c2ccccc2)n1)=N\S(=O)(=O)c1ccc(Cl)cc1Cl
  -1.1 | 0.0 | -6.7 | -5.1 | 4.8 | -2.2 | -1.8 | i | -8.0 | i
> O=C1C(=Nc2cccc(Cl)c2)CC(c2ccc(Cl)cc2)N1c1cccc(Cl)c1 (stereo not drawn)
  -0.9 | 2.3 | 7.3 | -0.2 | 12.6 | 0.2 | -1.8 | i | -11.0 | i
> O=C(Nc1ccc2c(c1)OCO2)c1sc2cc(Cl)ccc2c1Cl
  0.9 | -1.6 | 29.5 | -2.7 | 7.6 | -2.9 | -2.6 | i | -5.3 | i
> COc1cc(C2NC(=O)NC(C)=C2C(=O)NCc2ccccc2)c(Cl)cc1O (stereo not drawn)
  -0.8 | 0.5 | -5.2 | -1.1 | -5.0 | 0.6 | 3.9 | i | -3.7 | i
> O=C(CN1CCN(c2ccc(O)cc2)CC1)Nc1cc(S(=O)(=O)N2CCCCC2)ccc1Cl
  9.9 | 1.6 | -5.4 | -5.2 | 8.4 | 2.3 | -2.3 | i | 5.4 | i
> O=C(CCCNC(=O)c1ccc(Cl)cc1)Nc1ccc(S(=O)(=O)Nc2ncccn2)cc1
  1.4 | -1.1 | 0.4 | -1.3 | -3.8 | -4.1 | -2.8 | i | -5.2 | i

(cont.)
Sequence of screens – SUMO1 PPI mod | LMPTP inh | DNMT1 block | Rin1 Abl inh | NadD inh | STEP inh | CSN deneddyl inh | Rpn11 block | Scp1 inh | Neddyl block
> c1ccc(CCc2nn3c(-c4ccncc4)nnc3s2)cc1
  3.3 | 0.0 | -7.3 | -1.3 | 0.6 | -1.0 | 5.6 | i | -6.3 | i
> CCOC(=O)c1oc2ccccc2c1NC(=O)c1cccc(OC)c1
  -2.6 | 3.3 | -2.0 | -2.6 | -10.5 | -0.3 | 0.6 | i | -10.8 | i
> CN1CCN(c2ccc(CNS(=O)(=O)Cc3ccc(Cl)cc3)cc2)CC1
  -23.4 | 0.4 | -0.5 | 0.7 | 0.4 | -0.3 | -1.4 | i | -4.2 | i
> NS(=O)(=O)c1ccc(NC(=O)COc2ncnc3c2cnn3-c2ccccc2)cc1
  -1.0 | 0.3 | -5.1 | 5.5* | 6.0 | 1.8 | 0.1 | i | -1.8 | i
> CC(=O)n1cc(/C=N/NC(N)=S)c2ccccc21
  -5.8 | 0.7 | 1.1 | -3.4 | 0.1 | -0.2 | 4.4 | i | -1.3 | i
> COCC(=O)N1CCCC(N(C)CCc2ccc(OC)c(OC)c2)C1 (stereo not drawn)
  3.6 | -0.7 | 1.6 | 0.0 | 2.4 | 0.4 | -1.8 | i | -8.3 | i
> COc1ccccc1NC(=O)c1cnc(SC)nc1
  -0.7 | 0.1 | -0.5 | -0.7 | -2.7 | 0.2 | -0.8 | i | -1.9 | i
> Cc1ccc(C2(c3ccc(C)cc3)NC(=O)N(CC(=O)NCCCN3CCCC3=O)C2=O)cc1
  0.5 | 0.1 | 1.8 | 1.4 | 4.6 | 0.1 | 5.8 | i | -6.5 | i
> C=CCn1c(-c2cccs2)nc2ccccc21
  -2.2 | 0.6 | -2.0 | 1.0 | -4.6 | 5.1 | 6.1 | i | -1.2 | .
> CCOC(=O)CN1C(=O)c2ccccc2Sc2ncccc21
  2.2 | -0.4 | 2.4 | 1.1 | -4.6 | -0.4 | 4.0 | i | -7.0 | i
> O=C(C1=C(O)C(=O)N(CCCn2ccnc2)C1c1ccc(F)cc1)c1ccco1 (stereo not drawn)
  4.5 | -4.2 | 0.6 | 1.3 | 2.0 | 0.3 | -1.6 | i | . | i
> CC1CCCCC1NC(=O)c1cccc(S(=O)(=O)N2CCN(C)CC2)c1 (stereo not drawn)
  1.2 | -2.4 | 2.5 | -0.1 | -2.9 | 0.9 | 0.8 | i | -0.6 | i
> COc1ccc(-n2c(Cc3cccn3C)nnc2SCC(=O)Nc2cc(Cl)ccc2OC)cc1
  3.4 | 2.2 | -3.7 | -3.6 | 5.0 | -2.4 | 7.6 | i | 1.6 | i
> O=C1NC[C@H](Cc2ccc(O)cc2)N(CC2CCCCC2)C1=O
  1.2 | -1.1 | 0.9 | 3.3 | -5.2 | -0.4 | 0.5 | i | 0.6 | i
